Assay outcomes as filed in PubChem.
PfG6PD inh = PfG6PD (Plasmodium falciparum) enzyme inhibition; PfGluPho enzyme, NADPH resazurin-diaphorase fluorescence; AID 504690; inhibition, % at 20 µM; 350,000 tested, 0.78% active;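 active means inhibition reaching at least a set limit at 20 µM in the primary screen, cut at about 59% in these data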;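 further: 0% = DMSO wells with substrate and 100% = DMSO wells lacking glucose-6-phosphate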
SENP8 block-1 = blocks human SENP8 cleavage of Nedd8 substrate; Q96LD8; recombinant SENP8, Nedd8 substrate fluorescence; inhibition, % at 20 µM; 360,000 tested, 0.64% active; AID 602440; in the data active means inhibition mostly above about 40%, no sharp cut-off; inactive means mostly below about 27%
SENP6 inh = blocks the human protease SENP6; inhibition, % at 10 µM; AID 2599; Recombinant SENP6 catalytic domain, aminoluciferin luminescence; 330,000 tested, 1.8% active;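 active means inhibition above about 50% at the single tested dose, limit read from the data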;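 further: plate controls were DMSO wells with enzyme for no effect and DMSO wells lacking enzyme for full effect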
Target sequence (Q9GZR1 628-1112 limits assumed): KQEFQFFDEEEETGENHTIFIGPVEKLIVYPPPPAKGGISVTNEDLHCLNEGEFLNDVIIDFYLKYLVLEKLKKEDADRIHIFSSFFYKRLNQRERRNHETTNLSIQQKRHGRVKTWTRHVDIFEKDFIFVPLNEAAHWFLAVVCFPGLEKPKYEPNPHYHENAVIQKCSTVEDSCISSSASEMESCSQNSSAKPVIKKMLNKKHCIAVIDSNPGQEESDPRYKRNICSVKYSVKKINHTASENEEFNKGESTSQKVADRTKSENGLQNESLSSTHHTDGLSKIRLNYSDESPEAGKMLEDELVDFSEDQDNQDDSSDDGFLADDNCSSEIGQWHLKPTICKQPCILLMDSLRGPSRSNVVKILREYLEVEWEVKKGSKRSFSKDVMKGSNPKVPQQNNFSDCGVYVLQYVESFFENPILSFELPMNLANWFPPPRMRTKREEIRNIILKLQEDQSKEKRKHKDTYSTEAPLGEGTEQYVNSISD
HKDC1 inh = blocks human hexokinase HKDC1 activity; inhibition, % at 20 µM; 340,000 tested, 0.16% active; recombinant HKDC1, G6PDH/diaphorase resazurin coupled fluorescence; AID 493160;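 active means inhibition above about 35% when tested at 20 µM, limit read from the data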;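 further: plate controls were DMSO wells with enzyme for no effect and DMSO wells lacking enzyme for full effect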
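Test system: recombinant HKDC1 (HK5) hexokinase enzyme, produced in-house / Doses: 20 µM test compound, 1% DMSO / Timing: 90 min, room temperature / Detection: G6PDH/diaphorase-coupled fluorescence, 1 mM NADP, 100 µM resazurin, 525/613 nm / Control set: DMSO wells with and without enzyme mix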
Apaf1 inhib = inhibitors of human Apaf-1 apoptosome | O14727 | reconstituted apoptosome caspase-3 activity, DEVD-Rh110 fluorescence | inhibition, % at 20 µM | 330,000 tested, 0.71% active | AID 489030; active means inhibition of at least 40% at 20 µM;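 further: plate controls were DMSO wells for no effect and DEVD-CHO caspase inhibitor wells for full effect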
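Assay system – apoptosome proteins · Medium – Hepes buffer, pH 7.5 · Also added – cytochrome c with DEVD-Rh110 · Timing – 30 min compound preincubation, 50 min activation, room temperature · Detection – Rh110 fluorescence, excitation 480 nm, emission 540 nm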
SENP1 FRET inh = SENP1 (human) catalytic domain inhibition | Q9P0U3 | recombinant SENP1 catalytic domain, CyPet-SUMO1-YPet FRET cleavage | inhibition, % at 10 µM | 360,000 tested, 0.21% active;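 active means inhibition at least 30% at 10 µM, raw YFP signal under a set limit, fluorescence ratio 0.5 to 1.5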;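 further: 0% = enzyme with DMSO and 100% = no enzyme wells; some results filed as inactive read as strong as hits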
Target sequence (Q9P0U3 419-644 limits assumed): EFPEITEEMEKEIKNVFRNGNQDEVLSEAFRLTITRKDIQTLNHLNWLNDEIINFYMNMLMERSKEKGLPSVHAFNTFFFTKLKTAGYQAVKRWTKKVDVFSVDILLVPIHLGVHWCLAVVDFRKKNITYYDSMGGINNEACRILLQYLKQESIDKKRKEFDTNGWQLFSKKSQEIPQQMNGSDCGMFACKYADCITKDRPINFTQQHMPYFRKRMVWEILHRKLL
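Controls: no-enzyme wells low, DMSO-plus-enzyme wells high control. Test system: human recombinant His6-tagged SENP1 catalytic domain enzyme. Reagent: SFCypet-SUMO1-SFYpet FRET protein substrate, 25 nM final. Doses: one dose per compound, 10 µM, 0.5% DMSO. Detection: FRET, CFP and YFP emission. Timing: 50 min reaction at room temperature.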
SENP7 inh = SENP7 protease inhibition; Q9BQF6; recombinant SENP7, Z-RLRGG-aminoluciferin luminescence, 40 min; inhibition, % at 5 µM; 330,000 tested, 1.5% active;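 active means inhibition above about 50% at the single test dose, limit read from the data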;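 further: plate controls were DMSO with enzyme for no effect and no enzyme buffer wells for full effect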
Target sequence (Q9BQF6 706-1050 limits assumed): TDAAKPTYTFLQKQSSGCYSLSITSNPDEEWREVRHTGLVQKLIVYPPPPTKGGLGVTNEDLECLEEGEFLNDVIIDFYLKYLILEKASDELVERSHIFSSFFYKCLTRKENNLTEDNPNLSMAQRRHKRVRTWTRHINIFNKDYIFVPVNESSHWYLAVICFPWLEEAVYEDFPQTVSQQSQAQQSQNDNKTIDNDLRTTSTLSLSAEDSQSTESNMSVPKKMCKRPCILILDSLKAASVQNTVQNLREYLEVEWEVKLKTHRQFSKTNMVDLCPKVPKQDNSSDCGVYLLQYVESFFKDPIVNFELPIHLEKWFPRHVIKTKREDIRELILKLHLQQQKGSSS
SENP8 block-2 = blocks the human protease SENP8. inhibition, % at 10 µM. Q96LD8. AID 2540. 330,000 tested, 1.2% active. purified SENP8, Z-RLRGG-aminoluciferin cleavage, luminescence; in the data active means inhibition above about 50%
* = called active by the depositor; . = no result given.

SMILES	PfG6PD inh	SENP8 block-1	SENP6 inh	HKDC1 inh	Apaf1 inhib	SENP1 FRET inh	SENP7 inh	SENP8 block-2
CCOc1ccccc1NC(=O)CSC1=C(C#N)C(c2ccco2)C(C(=O)Nc2nc3ccccc3s2)=C(C)N1 (configuration not stated)	-5.9	-328.3	0.3	-3.0	2.7	-22.6	-8.1	-8.2
CCOc1ccc(CCNC(=O)c2cc(-c3ccccc3)c(N3CCOCC3)s2)cc1	1.4	-60.6	-4.4	1.1	8.5	0.8	1.1	-1.8
Clc1nnc(N/N=C/c2ccccc2)c2ccccc12	1.0	8.6	94.4*	0.2	27.3	1.6	90.0*	73.6*
CS(=O)(=O)N(Cc1ccccc1)c1ccc(C(=O)NCCSc2ccccn2)cc1	5.1	8.3	-5.8	-7.9	5.2	2.3	0.8	-5.6
CC12CCC(C(=O)Nc3cccnc3)(CC1=O)C2(C)C (configuration not stated)	-7.9	12.4	-16.1	-3.2	-7.5	3.5	9.6	-8.6
COc1cc2c(cc1OC)CN(C(=O)COc1ccc(C)c(C)c1)CC2	-4.4	-7.7	4.5	8.9	18.2	-4.4	1.5	-3.2
CCN(Cc1ccccc1)C(=O)/C=C/c1ccccc1[N+](=O)[O-]	-7.8	18.7	.	-2.8	.	1.8	.	.
CCOC(=O)Cc1csc(NC(=S)NC(=O)c2ccccc2)n1	-25.0	-11.5	-9.2	4.1	-10.4	-2.1	3.1	-2.6
CCN(CC)C(=O)[C@H]1CC(CC(=O)NCCCN(C)C)C(=O)N2CCc3c([nH]c4ccc(OC)cc34)[C@]12C (some centres not stated)	4.6	14.0	.	-5.1	7.8	0.8	-4.1	.
CCOC(=O)CSC1=C(C#N)C(c2ccc(C)s2)CC(=O)N1 (configuration not stated)	2.9	17.3	-21.7	-4.7	-7.7	2.7	2.4	-5.5
CC(=O)NS(=O)(=O)c1ccc(N2C(=O)CC(Sc3nccc(C)n3)C2=O)cc1 (configuration not stated)	4.5	-1.1	3.3	-2.1	-5.1	2.9	7.1	-6.5
CC(C)c1ccc(N(C(=O)c2ccco2)C(C(=O)NC2CCCC2)c2cccnc2)cc1 (configuration not stated)	13.8	1.7	5.9	-1.6	23.1	1.9	-0.2	-2.6
O=C(Nc1ccc2sccc2c1)c1ccc(Cl)s1	9.0	-7.2	71.4*	7.6	3.2	-0.5	85.5*	19.1
CC(=O)c1c(C)[nH]c(C2=NNC(=NC(C)(C)C)SC2)c1C	7.9	1.7	1.0	-14.6	15.0	-0.2	-5.9	-3.0
Cc1cc(=O)[nH]c(N/N=C/c2ccccn2)n1	-29.9	-9.3	19.6	10.4	0.1	-8.0	42.5	2.3
C(=C\c1ccccc1)/CSc1nc2ncccc2[nH]1	-14.0	5.5	-0.8	-0.7	-8.2	-0.3	-6.6	-3.2
COc1ccc(-c2ccc(-c3nnn(CC(C)=O)n3)cc2)cc1	-9.4	2.4	-13.5	-4.3	-7.1	2.4	1.4	-8.7
CCN(CC1CCCO1)C(=O)CCc1nnc(CCc2ccc(OC)cc2)o1 (configuration not stated)	9.3	0.5	-5.1	-6.8	-1.8	-1.4	-4.5	2.6
COc1cc(OC)cc(-c2c(-c3cccs3)c3cc(-c4ccc(SC)cc4)ccc3n2C)c1	-8.4	-497.1	7.8	2.5	7.3	-9.1	3.8	1.9
CC(=O)c1ccc(N2CCN(c3ccc(S(=O)(=O)NCCN(C)C)cc3[N+](=O)[O-])CC2)cc1	-6.7	28.7	-11.3	-5.5	-9.3	1.1	3.7	-5.6
CCc1ccccc1OCC(=O)OCC(=O)Nc1cc(C)on1	6.7	12.2	-1.9	0.5	-2.5	6.3	-16.3	-15.0
CCN(CC)CCn1c(-c2ccc(C)cc2)nc(=S)c2c1CC(C)(C)OC2	4.5	7.2	-9.7	-0.4	-21.6	-3.3	-1.2	1.0
Cc1cccc(CCNC(=O)CC2C(=O)NCCN2Cc2ccccc2C)n1 (configuration not stated)	12.4	-25.8	-2.3	4.1	-3.4	-7.7	-6.9	-5.7
CCc1ccc(N2C(=O)C3NN=C(C(=O)OCc4ccccc4)C3C2=O)cc1 (configuration not stated)	-11.8	15.1	5.3	-4.1	4.8	-0.4	-7.0	-4.5
CCC(C)(C)NC(=O)C1CC(=O)N(CCc2ccc(F)cc2)C1 (configuration not stated)	-18.8	6.2	0.1	-7.8	-5.5	0.2	-3.0	-7.5
CCCn1c(NC(=O)C2COc3ccccc3O2)nc2ccccc21 (configuration not stated)	-0.9	31.1	-14.0	2.9	19.5	3.6	6.2	-3.0
CC1CCCC(C)N1CCCNC(=O)c1nn(C)c2c1CSc1ccccc1-2 (configuration not stated)	11.3	2.0	6.0	-2.0	-0.2	2.5	0.7	18.3
Cc1cc(OC(F)F)ccc1NC(=O)Nc1ccc([N+](=O)[O-])cc1	-2.6	26.7	-14.4	3.9	6.0	-0.9	-1.7	-8.3
O=C(Nc1nc(-c2ccccn2)cs1)c1cc2ccccc2o1	5.9	-126.3	-1.1	-28.3	10.6	-16.4	-0.6	-0.2
Cc1ccc(CC(=O)Nc2cccc(S(=O)(=O)N3CCOCC3)c2)cc1	0.4	4.9	-4.9	-1.9	1.8	3.4	-3.6	1.2
CC(C)CN1CN(Cc2ccco2)CNC1=S	2.0	11.8	-10.4	-6.8	-0.5	-0.1	9.0	3.9
COc1cccc(C(=O)O/N=C(\N)c2ccc(C)cc2)c1	-3.7	8.7	73.0*	-2.1	6.2	1.6	83.3*	57.5*
C/C(=N\NC(=O)c1ccc2c(c1)OCO2)c1ccc(NC(=O)CCCC(=O)O)cc1	-3.9	12.7	0.0	-10.1	0.9	-0.2	4.8	-5.5
COc1cc(OC)c(/C=N/NC(=O)c2ccc(NC(C)=O)cc2)cc1Br	-10.1	-259.5	3.2	-1.2	2.4	-1.8	3.2	5.3
O=C(Nc1nc(-c2cccs2)c(-c2ccccc2)s1)c1ccco1	-3.5	-183.2	4.0	-1.3	8.1	1.1	1.1	-0.2
CN(CC(=O)Nc1cccc(F)c1)C(=O)C1CC(=O)N(Cc2ccccc2)C1 (configuration not stated)	20.8	-3.6	9.6	-5.5	-4.1	-0.6	-30.8	1.3
COc1ccccc1CNC(=O)COc1ccc(S(=O)(=O)N2CCOCC2)cc1	-5.4	5.1	6.5	-4.5	2.9	0.3	2.9	10.3
COc1ccc2c(c1)[nH]c1c(=O)n(Cc3ccco3)cnc12	4.1	11.8	-6.3	2.9	-6.1	-0.9	-5.5	-5.6
CCCn1c2ccccc2c2cc(C(=O)O)ccc21	0.6	-30.0	-9.1	5.3	2.2	-4.6	5.5	-4.0
Cc1nnc(SCc2nc3ccccc3[nH]2)s1	-4.0	-2.3	-16.2	4.4	-9.5	-4.2	1.7	6.1
Cc1cc(C(=O)NNC(=O)c2nn(C)c(=O)c3ccccc23)c(C)o1	14.8	-42.2	2.2	-14.4	-4.5	0.1	-4.0	-5.8
COC(=O)c1ccc(C(=O)NC2CCCc3c2cnn3-c2cc(F)cc(F)c2)nc1 (configuration not stated)	-12.0	-0.7	7.2	8.6	17.7	2.8	-1.0	-1.5
CCOc1ccc(C(=O)N(CN2CCCC2=O)c2cccc(Cl)c2)cc1	13.0	20.3	13.2	-6.3	-4.5	-0.5	-2.7	4.1
Cc1ccc(C)c(N(C(=O)c2csnn2)C(C(=O)NC2CCCC2)c2cccnc2)c1 (configuration not stated)	-7.2	8.5	-1.7	1.3	-1.3	-0.4	3.9	1.6
CCOc1ccc(Nc2nc(N)nc(CSC(=S)N3CCOCC3)n2)cc1	30.4	16.5	-3.5	-0.8	-6.3	0.9	5.3	1.6

Part of the list above, field by field:
> O=C(Nc1nc(-c2cccs2)c(-c2ccccc2)s1)c1ccco1
  PfG6PD inh: -3.5
  SENP8 block-1: -183.2
  SENP6 inh: 4.0
  HKDC1 inh: -1.3
  Apaf1 inhib: 8.1
  SENP1 FRET inh: 1.1
  SENP7 inh: 1.1
  SENP8 block-2: -0.2

> CN(CC(=O)Nc1cccc(F)c1)C(=O)C1CC(=O)N(Cc2ccccc2)C1 (configuration not stated)
  PfG6PD inh: 20.8
  SENP8 block-1: -3.6
  SENP6 inh: 9.6
  HKDC1 inh: -5.5
  Apaf1 inhib: -4.1
  SENP1 FRET inh: -0.6
  SENP7 inh: -30.8
  SENP8 block-2: 1.3

Next entries.
SMILES	PfG6PD inh	SENP8 block-1	SENP6 inh	HKDC1 inh	Apaf1 inhib	SENP1 FRET inh	SENP7 inh	SENP8 block-2
O=C(NCc1cccnc1)c1ccc(NC(=O)c2ccc(Br)cc2)cc1	-1.5	15.7	-22.6	-7.0	0.9	2.1	7.9	-7.0
CS(=O)(=O)N1CCN(C(=O)COc2ccc3ccccc3c2)CC1	-4.9	-5.3	-0.4	-2.0	-16.8	1.6	0.0	-1.6
Cc1ccccc1NC(=O)Cc1nc(COC(=O)c2ccc([N+](=O)[O-])cc2)cs1	2.4	8.8	4.7	-2.7	10.6	0.1	1.5	-2.7
Cc1ccnc(NC(=O)CNC(=O)c2cccs2)c1	-8.7	8.8	1.6	-4.7	-1.6	0.6	-3.0	11.9
Cc1cccc(C(=O)NC(=S)Nc2ccccc2C(=O)O)c1	19.7	-109.0	10.7	-10.3	0.2	-2.8	-2.5	8.7
c1cncc(CNc2ncnc3ccc(-c4cccnc4)cc23)c1	-0.7	-187.1	-13.1	3.9	-2.2	-0.9	9.5	1.7
CC(C)(C)c1ccc(C(=O)CCC(=O)OCC(=O)NCCc2ccc(S(N)(=O)=O)cc2)cc1	10.2	-5.5	-14.5	-3.2	15.5	-1.5	-10.4	-8.4
CCC(=O)Nc1sc(C(=O)Nc2ccccc2OC)c(C)c1C(=O)OC	-16.6	-9.9	-12.3	-2.7	4.6	-2.9	3.8	2.6
CC1CCC(C(=O)c2c(O)c3ccccc3oc2=O)CC1 (configuration not stated)	-30.6	12.2	0.5	-3.1	-3.2	2.7	-0.4	9.2
Cc1n[nH]c(=O)n1-c1ccc(C(C)(C)C)cc1	10.8	10.2	-4.0	11.0	-2.8	-1.2	-2.7	-1.5
N#Cc1ccc(S(=O)(=O)NCC(=O)OCC(=O)N2CCCC2=O)cc1	-1.9	5.5	-8.7	-4.4	-1.1	0.3	8.7	4.5
COc1cc(NC(=O)c2cccs2)c(C(=O)OCC(=O)c2cc(C)n(-c3ccccc3)c2C)cc1OC	3.6	-91.2	-4.2	-12.5	8.3	0.1	6.4	-4.4
Cc1cc(OC(=O)c2ccc(Cl)cc2Cl)nc(C)n1	3.9	10.5	20.3	0.3	-6.0	2.1	-2.8	3.5
CCn1c(SCC(N)=O)nc2sc3c(c2c1=O)CCCC3	-3.9	11.7	-10.8	-1.4	3.2	1.5	-3.0	1.3
CN(CC(=O)Nc1cccc(F)c1)CC(=O)Nc1cccc(S(=O)(=O)N2CCCCCC2)c1	3.7	22.5	4.1	-2.8	-3.7	2.9	3.0	-1.6

Record cards (already shown). Screens in order: PfG6PD inh, SENP8 block-1, SENP6 inh, HKDC1 inh, Apaf1 inhib, SENP1 FRET inh, SENP7 inh, SENP8 block-2
`CC(=O)c1ccc(N2CCN(c3ccc(S(=O)(=O)NCCN(C)C)cc3[N+](=O)[O-])CC2)cc1` in the list: -6.7, 28.7, -11.3, -5.5, -9.3, 1.1, 3.7, -5.6
`O=C(NCc1cccnc1)c1ccc(NC(=O)c2ccc(Br)cc2)cc1` in the list: -1.5, 15.7, -22.6, -7.0, 0.9, 2.1, 7.9, -7.0
`CCC(C)(C)NC(=O)C1CC(=O)N(CCc2ccc(F)cc2)C1` (configuration not stated) in the list: -18.8, 6.2, 0.1, -7.8, -5.5, 0.2, -3.0, -7.5
`CCOc1ccc(Nc2nc(N)nc(CSC(=S)N3CCOCC3)n2)cc1` in the list: 30.4, 16.5, -3.5, -0.8, -6.3, 0.9, 5.3, 1.6
